# PLK1 PBD block = inhibitors of human PLK1 polo-box domain binding; P53350; Plk1 PBD binding of FITC phosphopeptide, fluorescence polarization; Potency, µM, inactives show max response, negative = inhibition, hits mostly inhibitors; hit rate 2.8% among 360,000; AID 720504; further: potency means the concentration at half of the fitted maximal effect; series mostly up to about 57 µM; on the % scale 0 is the no-effect control and ±100 the full control effect; nearly all actives have a fitted effect of over 65% in size
# GLP1R inv ag = GLP-1 receptor (human) inverse agonism. P43220. HEK293 GLP-1R CRE-luciferase, luminescence, 24 h; GLP-1R form is constitutively active. Potency, µM (highest dose often 38.3 µM), for the others: at the highest dose activity change, negative = inhibition, hits mostly inhibitors. hit rate 1.6% among 410,000. AID 624417; further: potency means the concentration at half of the fitted maximal effect; on the % scale 0 is the no-effect control and ±100 the full control effect; nearly all actives have a fitted effect of over 55% in size
# Target sequence (P43220 whole entry, looked up): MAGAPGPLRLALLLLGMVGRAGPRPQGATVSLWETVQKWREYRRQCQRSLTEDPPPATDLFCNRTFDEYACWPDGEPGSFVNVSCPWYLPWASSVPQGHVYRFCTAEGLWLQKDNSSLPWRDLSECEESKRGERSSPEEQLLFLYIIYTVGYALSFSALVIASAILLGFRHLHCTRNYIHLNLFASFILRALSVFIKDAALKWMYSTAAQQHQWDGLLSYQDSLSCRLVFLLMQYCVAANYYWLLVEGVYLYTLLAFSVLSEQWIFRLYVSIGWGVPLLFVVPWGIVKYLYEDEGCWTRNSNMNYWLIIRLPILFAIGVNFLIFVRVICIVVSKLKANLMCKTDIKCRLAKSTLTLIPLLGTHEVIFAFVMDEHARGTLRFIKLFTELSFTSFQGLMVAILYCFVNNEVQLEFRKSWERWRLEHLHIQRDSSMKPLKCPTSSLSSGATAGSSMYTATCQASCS
#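 Luminescence readout: a drop in cAMP-driven luciferase signal flags inverse agonism at a constitutively active GLP-1R stably expressed in HEK293. Compound exposure lasted 24 hr at 37 deg C, 5% CO2.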
# PTHR1 ag = agonists of human PTHR1 parathyroid hormone receptor. Q03431. HEK293 GP2 PTHR1 cells, GloSensor cAMP luminescence, 1 h. Potency, µM (doses to about 115 µM), for the others: at the top dose activation, most hits filed as activators. hit rate 0.075% among 410,000. AID 743266; further: potency means the concentration at half of the fitted maximal effect; nearly all actives have a fitted effect of over 55% in size; some results filed as inactive show a strong effect at the top dose; inactives centre near -15; many of its hits are not listed in these tables
# Target sequence (Q03431 whole entry, looked up): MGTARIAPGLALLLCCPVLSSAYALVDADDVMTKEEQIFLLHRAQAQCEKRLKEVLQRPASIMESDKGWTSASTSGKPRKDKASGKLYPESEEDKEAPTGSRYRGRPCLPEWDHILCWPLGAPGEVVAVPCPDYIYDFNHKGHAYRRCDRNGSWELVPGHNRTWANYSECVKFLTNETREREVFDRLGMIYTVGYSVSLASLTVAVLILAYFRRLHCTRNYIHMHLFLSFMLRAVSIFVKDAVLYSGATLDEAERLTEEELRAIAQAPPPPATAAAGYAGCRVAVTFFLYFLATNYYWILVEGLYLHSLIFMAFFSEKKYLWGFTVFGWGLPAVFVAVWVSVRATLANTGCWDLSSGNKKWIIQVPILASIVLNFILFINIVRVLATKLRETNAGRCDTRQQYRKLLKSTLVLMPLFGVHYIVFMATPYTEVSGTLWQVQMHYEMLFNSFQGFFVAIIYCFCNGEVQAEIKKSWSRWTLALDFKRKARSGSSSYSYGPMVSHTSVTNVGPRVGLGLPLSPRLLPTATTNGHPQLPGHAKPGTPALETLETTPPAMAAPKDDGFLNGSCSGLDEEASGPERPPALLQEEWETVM
#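 HEK-293-derived GP2 cells expressing PTHR1 and a GloSensor cAMP reporter, 3,000/well, plated overnight, given luciferin plus IBMX (each 0.5 mM as added) for 1 h at 37 °C, then compound for 1 h at 37 °C. Luminescence was read after 15 min at room temperature.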
# IL2 activator = activators of IL-2; IL-2 activation reporter assay, cell-based qHTS; stimulated with anti-CD3/CD4/CD28 beads; in transgenic mouse T cells; AID 652025; hit rate 0.065% among 360,000; activation, % (series mostly up to about 46 µM); in the data active means activation above about 50%; inconclusive means mostly about 30% to 49%; further: 0% is about no effect
#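 Unstimulated transgenic mouse T cells, 750 per well, received compound and, after 60 minutes, anti-CD3/anti-CD4 bead plus anti-CD28 stimulation. EGFP and DsRed were quantified after 18 hours.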
# GLP1R cytotox = cytotoxicity counter-screen for GLP-1 receptor inverse agonists; HEK293 cAMP-luciferase reporter cells, luminescence, 24 h; Potency, µM (top dose mostly 38.3 µM), inactives show top-dose activity change, negative = inhibition, usual class: inhibitors; hit rate 0.13% among 410,000;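 further: loss of luciferase light is scored as toxicity; potency means the concentration at half of the fitted maximal effect; on the % scale 0 is the no-effect control and ±100 the full control effect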
#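 Step one: seed cells (200 cells/uL, DMEM with 10% Nu serum, 1% pen-strep). Step two: 12-hour incubation at 37 deg C. Step three: pin 23 nL compound, incubate 24 hr. Step four: add luciferase reagent, read luminescence 12 min later.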
# GLP-1R agonist = GLP-1 receptor (human) agonism; hit rate 0.007% among 380,000; HEK293 GLP-1R CRE-luciferase, luminescence, 4-6 h; cells express a hypersensitive GLP-1R form; P43220; AID 624172; Potency, µM (highest dose often 45.6 µM), inactives show top-dose activation, actives largely listed as activators; further: potency means the concentration at half of the fitted maximal effect; % of control where 0% means no effect
# PI5P4K alpha inh = blocks human PI5P4K alpha kinase activity; PI5P4Kalpha enzyme, ADP-Glo luminescence, 60 min; hits give low values; max response, %; hit rate 1.2% among 330,000; P48426; active means max response of -50% or lower; inconclusive means between -30% and -50%; inactive means -30% or higher; further: value at the top dose of about 77 µM; on the % scale 0 is the no-effect control and ±100 the full control effect
#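 Luminescence from ADP-Glo served as readout of PI5P4Kalpha activity in a qHTS format. Reaction: enzyme, substrate, compound, ATP at 5 microM final, 60 min at RT.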
# EPAC1 antagonist = blocks human EPAC1 exchange factor; O95398; Potency, µM (highest dose often 115 µM), for the others: at the highest dose activity change, negative = inhibition, hits mostly inhibitors; hit rate 0.14% among 360,000; AID 720709; EPAC1 GEF assay, Rap1b-BODIPY-GDP exchange fluorescence;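 further: potency means the concentration at half of the fitted maximal effect; plate controls were vehicle for no effect and positive control for full effect; nearly all actives have a fitted effect of over 50% in size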
# EPAC1 agonist = activates human EPAC1 exchange factor | hit rate 0.073% among 360,000 | O95398 | EPAC1 agonist qHTS, biochemical assay; response scale: 100% = response to 6.5 mM cAMP | Potency, µM (series often up to 154 µM), inactives show at the top dose activation, hits mostly activators | AID 720707; further: potency means the concentration at half of the fitted maximal effect; nearly all actives have a fitted effect of over 60% in size
#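 Read-out is the fluorescence drop as BODIPY-GDP leaves Rap1B (480 nm excitation, 540 nm emission), recorded every 5 minutes over 30 minutes. Reactions held 100 nM EPAC1, 250 nM Rap1B–BODIPY-GDP and 50 uM GDP, with 6.5 mM cAMP setting full activation.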
# * = called active by the depositor; i = inactive; ? = inconclusive; . = no result given; [ ] = another dose, or the depositor's remark. Unless noted, the call rests on the fitted dose curve; in most records, active means well fitted curve in the direction sought with a large enough effect; inconclusive means small, poorly fitted or top-dose-only effect, or another doubt; inactive means no such curve, though single readings can be large; an effect the other way counts as inactive or inconclusive.
SMILES,PLK1 PBD block,GLP1R inv ag,PTHR1 ag,IL2 activator,GLP1R cytotox,GLP-1R agonist,PI5P4K alpha inh,EPAC1 antagonist,EPAC1 agonist
C[C@@H](Nc1nc(-c2ccccc2)nc2c1oc1ccccc12)C(=O)O,-10%,5%,i,2.1,-19%,-11%,.,10%,2%
CCC(C)(C)C(=O)Nc1cc([N+](=O)[O-])ccc1Cl,0%,5%,i,0.2,-13%,5%,1,0%,1%
CCn1nc(CC(C)C)cc1C(=O)N1CCCC(Nc2ccc(F)cc2)C1 (stereo not drawn),0%,?,i,-2.7,-13%,10%,-5,1%,3%
CCc1ccc(N2CC(C(=O)N3CCCCCC3)CC2=O)cc1 (stereo not drawn),-6%,4%,-16%,-1.1,0%,5%,1,-4%,-12%
COc1ccc(-c2nnc(SCc3nc4ccccc4c(=O)[nH]3)o2)cc1,2%,2%,i,0.5,-7%,0%,-1,-9%,-10%
CNCCCC1c2ccccc2C=Cc2ccccc21,-11%,?,-1%,-0.7,-6%,5%,20,-10%,-10%
N#C/C(=C\c1ccco1)C(=O)Nc1cccc2ncccc12,-2%,30%,i,12,31%[activator],11%,0,9%,13%
COC(=O)C1=C(C)N(CC2CCCO2)C(=O)/C1=C\c1ccc(O)cc1 (stereo not drawn),-9%,37%[activator],-28%,0.9,1%,-3%,-6,1%,10%
O=C(COC(=O)c1sc2ccccc2c1Cl)NCC1CCCCC1,-5%,9%,i,-1.4,-3%,-5%,6,-7%,2%
O=C(O)CCCn1nc(-c2ccccc2)c2ccccc21,-17%,11%,-25%,-0.6,-9%,1%,2,-3%,-14%
CCOC(=O)c1cnn(-c2ccccc2)c1NC(=O)c1cccs1,-1%,13%,i,0.5,2%,2%,.,-4%,6%
O=C/C(=C\Nc1ccccn1)c1nc2cc(Cl)ccc2o1,4%,-14%,i,-0.6,25%,0%,-18,-5%,5%
CC(NC(=O)c1ccc(CS(C)(=O)=O)cc1)c1ccc(-c2ccccc2)cc1 (stereo not drawn),1%,-1%,i,0.7,-9%,22%,4,-4%,4%
O=C(COC(=O)c1ccc(CO)cc1)Nc1ccc2ccccc2c1,3%,-17%,-48%[inhibitor],1.5,2%,-7%,-5,24%,-4%
CC(O)(C#CCN1CCCCCC1)c1ccccc1 (stereo not drawn),30µM*,-8%,-22%,0.3,4%,0%,6,-18%,9%
COC(=O)CNC(c1ccccc1)c1cc(Cl)ccc1NC(=O)c1cccc(Cl)c1 (stereo not drawn),-4%,10µM*,-11%,-4.3,-9%,-18%,22,-6%,-1%
O=C(CSc1ccccc1)NCCSCc1ccccc1,-16%,-15%,i,0.7,-8%,17%,11,-14%,-7%
CC(=O)NC1(C(F)(F)F)C(=O)Nc2c1c(=O)[nH]c(=O)n2-c1ccccc1 (stereo not drawn),-13%,29%,i,-2.5,-6%,6%,1,-28%,10%
O=C(O)c1ccccc1Nc1cc(Cl)c2nonc2c1[N+](=O)[O-],7.5µM*,1%,-9%,-2.4,?,-6%,-12,?,-16%
CCOC(=O)c1c(C)n(-c2ccc(C)cc2)c2ccc(O)c(CN(C)C)c12,-5%,?,i,-0.4,-30%,8%,-1,-15%,0%
Nc1ccccc1-c1n[nH]c(=S)s1,?,5%,-58%[inhibitor],-3.5,-18%,-3%,?,-4%,-2%
Cn1c(Cc2ccc(Cl)cc2)nnc1SCC(=O)NC1CC1,-4%,12%,i,-1.2,-12%,-1%,0,-17%,13%
O=C1/C(=C\c2ccc(O)cc2)SC(=S)N1c1cccnc1,-6%,-10%,7%,3.6,-21%,-1%,-6,-14%,4%
Cc1ccc(C(=O)NCC(=O)Nc2ccncc2)s1,-5%,1%,i,-0.1,-4%,-3%,-5,24%,0%
O=C(OCC(=O)N1CCCC1)c1cc(Cl)ccc1[N+](=O)[O-],-10%,8%,i,0.1,0%,5%,-13,-12%,9%

# Reprinted at random: 5 records from the list
SMILES,PLK1 PBD block,GLP1R inv ag,PTHR1 ag,IL2 activator,GLP1R cytotox,GLP-1R agonist,PI5P4K alpha inh,EPAC1 antagonist,EPAC1 agonist
O=C(O)c1ccccc1Nc1cc(Cl)c2nonc2c1[N+](=O)[O-],7.5µM*,1%,-9%,-2.4,?,-6%,-12,?,-16%
Cc1ccc(C(=O)NCC(=O)Nc2ccncc2)s1,-5%,1%,i,-0.1,-4%,-3%,-5,24%,0%
O=C(COC(=O)c1sc2ccccc2c1Cl)NCC1CCCCC1,-5%,9%,i,-1.4,-3%,-5%,6,-7%,2%
COC(=O)C1=C(C)N(CC2CCCO2)C(=O)/C1=C\c1ccc(O)cc1 (stereo not drawn),-9%,37%[activator],-28%,0.9,1%,-3%,-6,1%,10%
CNCCCC1c2ccccc2C=Cc2ccccc21,-11%,?,-1%,-0.7,-6%,5%,20,-10%,-10%

# Entries from the list above containing an aryl thioether with sulfur outside any ring (3):
SMILES,PLK1 PBD block,GLP1R inv ag,PTHR1 ag,IL2 activator,GLP1R cytotox,GLP-1R agonist,PI5P4K alpha inh,EPAC1 antagonist,EPAC1 agonist
COc1ccc(-c2nnc(SCc3nc4ccccc4c(=O)[nH]3)o2)cc1,2%,2%,i,0.5,-7%,0%,-1,-9%,-10%
O=C(CSc1ccccc1)NCCSCc1ccccc1,-16%,-15%,i,0.7,-8%,17%,11,-14%,-7%
Cn1c(Cc2ccc(Cl)cc2)nnc1SCC(=O)NC1CC1,-4%,12%,i,-1.2,-12%,-1%,0,-17%,13%

# Further entries follow.
SMILES,PLK1 PBD block,GLP1R inv ag,PTHR1 ag,IL2 activator,GLP1R cytotox,GLP-1R agonist,PI5P4K alpha inh,EPAC1 antagonist,EPAC1 agonist
Cc1ccc(C(=O)COC(=O)C2C3C=CC(C3)C2C(=O)OCC(=O)c2ccc(C)c(C)c2)cc1C (stereo not drawn),-7%,-2%,i,-0.9,-12%,-5%,-4,-15%,0%
CCC(CO)NCc1ccc(OCC(O)c2ccccc2)c(OC)c1 (stereo not drawn),1%,?,-37%[inhibitor],-0.5,-22%,-1%,-1,16%,6%
CC(C)Oc1ccc(C(=O)N(Cc2ccco2)C2CCS(=O)(=O)C2)cc1 (stereo not drawn),-8%,0%,-1%[57.5 µM],-2.0,-24%,4%,.,1%,7%
Cc1noc(C)c1Cn1c(C)c(C(=O)NCc2ccc3c(c2)OCCO3)sc1=O,1%,0%,-7%,-0.2,7%,1%,3,-17%,-5%
O=C(Nc1ccncc1)Nc1ccccn1,0%,-13%,i,-0.1,4%,-2%,5,-8%,4%
COCCCNC(CC(=O)Nc1ccc(OC)cc1OC)C(=O)O (stereo not drawn),-2%,0%,i,0.1,-12%,-18%,.,-2%,-15%
Cc1nn(-c2ccccc2)c(C)c1NC(=O)COC(=O)[C@@H](NC(=O)c1ccccc1)C(C)C,-6%,-3%,6%,-6.5,11%,-4%,2,-15%,-2%
Cc1cc(OC(C)C(=O)NCCN2CCOCC2)c2c(C)c(C)c(=O)oc2c1 (stereo not drawn),-13%,2%,-7%,0.0,-10%,13%,10,6%,-3%
O=C(N/N=C/c1ccccc1OCc1ccccc1)c1cccnc1,-11%,?,i,-3.4,4%,13%,-9,-2%,5%
O=C(CN1CCC(n2nnc3cc(F)ccc32)CC1)NCCc1nc2ccccc2[nH]1,0%,-14%,-24%[57.5 µM],-1.8,?,-3%,.,2%,-5%
O=c1[nH]c(/C=C/c2ccc(OC(F)F)cc2)nc2c1cnn2-c1ccccc1,2%,50%[activator],i,-1.7,7%,7%,-2,-1%,4%
COc1ccc(N(CC(=O)O)S(=O)(=O)c2ccc(C)cc2)cc1Cl,-10%,-4%[7.66 µM],i,1.7,5%[7.66 µM],-4%,4,?,6%
Cn1c(Oc2ccc3c(c2)OCO3)nc2c1c(=O)n(Cc1ccccc1)c(=O)n2C,-19%,6%,-13%,-1.0,-2%,-3%,1,5%,0%
C[C@@H]1CN([C@@H](C)CO)S(=O)(=O)c2ccc(Br)cc2O[C@H]1CN(C)Cc1ccccn1,-10%,-15%,-24%,2.1,-32%,18%,-3,-11%,-10%
O=C1c2ccccc2C(=O)N1C1C(=O)N2CCSC12C(=O)OCc1ccccc1 (stereo not drawn),-7%,23%,i,-2.4,10%,4%,22,-23%,-9%
COc1ccc(N2C(=O)CC(Sc3n[nH]c(-c4ccc(C)cc4)n3)C2=O)cc1 (stereo not drawn),19µM*,21%,-7%,-5.3,14%,2%,?,-3%,5%
CC(C)(C)OC(=O)N1Cc2ccccc2C[C@H]1C(=O)NCC(=O)NC1CCCCC1,0%,-5%,i,1.7,6%,-5%,7,20%,1%
N#C/C(=C\C=C\c1ccccc1)c1nc(-c2ccc(Cl)cc2)cs1,2%,4%,-7%,-0.2,2%,-2%,6,12%,-8%
COC(=O)Cc1[nH]nc2c1C1(C(=O)N(Cc3ccccc3)c3ccccc31)C(C#N)=C(N)O2 (stereo not drawn),-4%,0%,i,-0.5,-7%,6%,0,1%,6%
COc1ccc(/C=C/c2c(-c3ccc(OC)cc3)sc3ccc(N4CCOCC4)cc23)cc1,-1%,4%,i,0.4,-5%,-6%,13,-16%,4%
CN1CCN(C(=O)/C(=C\c2cccc([N+](=O)[O-])c2)NC(=O)c2cccs2)CC1,-9%,10%,i,1.5,9%,-14%,-9,2%,5%
Cc1c(C(=O)NCC2CCCO2)sc2nc(-c3ccc(F)cc3)cn12 (stereo not drawn),-17%,5%,i,-3.0,1%,10%,3,6%,-11%
O=C(CN1C(=O)c2cccc3cccc1c23)Nc1ccc(S(=O)(=O)Nc2nccs2)cc1,?,0%,5%,-1.1,41%[activator],-2%,0,-3%,1%

# Assay outcomes from PubChem BioAssay.

# This is a subset (hit frequency here may not be typical).
